PP5 primary – inhibitors of human protein phosphatase 5 (PP5). inhibition, % at 6.7 µM. P53041. purified PP5c, OMFP substrate fluorescence. 320,000 tested, 0.18% active;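 active = inhibition above the campaign's mean inhibition across all tested compounds plus 3 SD, cut at about 9.5% in these data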;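 note: 0% = DMSO only and 100% = 100 µM cantharidin control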
Target sequence (P53041 whole entry, looked up): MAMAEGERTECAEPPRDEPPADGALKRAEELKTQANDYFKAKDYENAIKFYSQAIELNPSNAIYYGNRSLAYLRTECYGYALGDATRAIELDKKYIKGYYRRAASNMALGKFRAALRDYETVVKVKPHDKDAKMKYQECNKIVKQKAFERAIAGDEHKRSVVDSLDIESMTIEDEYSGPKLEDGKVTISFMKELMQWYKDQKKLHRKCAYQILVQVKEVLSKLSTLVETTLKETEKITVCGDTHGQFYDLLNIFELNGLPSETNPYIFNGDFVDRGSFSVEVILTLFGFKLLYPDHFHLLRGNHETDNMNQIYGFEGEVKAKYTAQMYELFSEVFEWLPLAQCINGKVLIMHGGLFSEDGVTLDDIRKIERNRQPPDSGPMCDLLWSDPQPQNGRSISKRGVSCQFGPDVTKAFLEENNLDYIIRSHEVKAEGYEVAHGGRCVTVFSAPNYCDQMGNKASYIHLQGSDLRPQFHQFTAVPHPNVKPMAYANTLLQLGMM
VLA-4 inh – inhibition in a human VLA-4 binding assay; P13612; VLA-4 expressing cells, ligand binding flow cytometry; inhibition, % (about 7 µM as worked out from the volumes in the protocol); 330,000 tested, 0.2% active; in the data active = inhibition above about 50%
procasp3 activ – activates human procaspase-3; P42574; recombinant procaspase-3 D3A, Ac-DEVD-pNA absorbance 405 nm; activation, % at 8.5 µM; 330,000 tested, 0.11% active; AID 463141;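 active = activation above the mean of all tested compounds plus 3 SD, cut at about 21% in these data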;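 note: 0% = DMSO alone and 100% = DMSO wells spiked with extra 5 µM PC-3 D3A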
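Assay system: Autoprocessing-dead procaspase-3 D3A mutant enzyme; also added: Ac-DEVD-pNA; doses: one concentration, 8.5 µM nominal, 0.8% DMSO; times: 1 h compound preincubation, 2 h substrate hydrolysis at 25 °C; technique: 405 nm absorbance of p-nitroaniline, reads at 0 and 120 min; measure: % activation between DMSO and enzyme-spiked controls; repeats: single replicate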
GRK2 inh – inhibitors of human GRK2 displacing RNA aptamer; P25098; bead flow cytometry, FAM-aptamer displacement from GRK2; inhibition of aptamer binding, % at 10 µM; 330,000 tested, 0.59% active; AID 488847;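 active = inhibition of aptamer binding above 40%, roughly 3 SD of noise, on plates passing a quality check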;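 note: median bead fluorescence of bound FAM aptamer so fluorescent compounds give negative values; no value below 0 was filed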
core dimer inh – blocks dimerization of HCV core protein; TR-FRET GST/Flag-core106 dimerization, 1536-well; AID 1899; 300,000 tested, 0.33% active; inhibition, % at 5 µM;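 active = inhibition above the mean of all tested compounds plus 3 SD, set per screening campaign, cut at about 45% in these data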
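Test system: GST/Flag-tagged HCV core106 proteins; Medium: KF-containing HEPES buffer, pH 7.45, DTT, CHAPS, BSA; Times: compound-protein-antibody incubation 4 h at 22.5 °C; Detection: TR-FRET 671 and 617 nm emission; Benchmarks: wells lacking GST-core106 and wells with excess unlabelled core106.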
Fh CTSL1 inh – blocks F. hepatica cathepsin L1 in PFM18AAP counter-screen; inhibition, % at 5.96 µM; recombinant F. hepatica cathepsin L1, Z-Leu-Arg-MCA fluorescence; 300,000 tested, 0.49% active;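 active = inhibition above the mean of all tested compounds plus 3 SD, set per screening campaign, cut at about 17% in these data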;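 note: 0% = plate median of test compound wells and 100% = 1 µM Z-Phe-Ala-diazomethylketone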
PP1 inh – blocks human PP1-alpha phosphatase, a PP5 counter-screen; inhibition, % at 6.7 µM; P62136; 320,000 tested, 0.9% active; purified PP1alpha, OMFP fluorescence;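 active = inhibition above the mean inhibition of all tested compounds plus 3 SD, computed separately for each screening campaign, cut at about 15% in these data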
GASC-1 inh – human JMJD2C demethylase inhibition; GST-JMJD2C(1-420) H3K9me3 demethylation, DELFIA europium; AID 2099; 330,000 tested, 0.069% active; Q9H3R0; inhibition, % at 2.35 µM;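 active = more than half of a compound's replicate wells show inhibition beyond 50%, single wells judged on their own value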;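 note: signal counts dimethyl H3K9 product captured on neutravidin plate; 0% = median of DMSO wells and 100% = 0.3 times that DMSO median; strong numbers were not always called active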
procasp7 counter – counter-screen for procaspase-3 activators: activators of human procaspase-7; P55210; 330,000 tested, 0.093% active; AID 463210; activation, % at 8.5 µM; recombinant procaspase-7, Ac-DEVD-pNA absorbance 405 nm; D23A/D198A/D206A triple mutant, cannot self-cleave; scale: DMSO 0, 5 µM enzyme 100;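 active = percent activation above the screen-wide mean plus 3 SD, cut at about 25% in these data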
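Material: Procaspase-7 triple mutant (PC-7 D3A) | Quantity: 2 µM procaspase-7 mutant as dispensed | Reagent: DEVD-pNA substrate | Times: 1 h preincubation, 2 h reaction | Technique: 405 nm absorbance of p-nitroaniline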
Active calls of the source: *; i = inactive; · = not tested or not shown.

compound,PP5 primary,VLA-4 inh,procasp3 activ,GRK2 inh,core dimer inh,Fh CTSL1 inh,PP1 inh,GASC-1 inh,procasp7 counter
C[N+]1(CC#CC(O)(c2ccccc2)c2ccccc2)CCCC1,-0.1,15.2,-7.6,1.0,-16.8,-0.8,-4.7,i,-1.5
CCOc1ccccc1-c1nnc(CS(=O)(=O)c2ccccc2)o1,1.3,-0.6,-9.4,3.0,-11.2,0.9,-5.5,-13.9,-6.3
O=C(COC(=O)c1ccccn1)Nc1ccc2c(c1)OCCO2,·,19.8,7.0,3.0,·,·,·,14.2,5.3
O=[N+]([O-])c1ccc(Cl)c(S(=O)(=O)NCC2CCCO2)c1 (centres undefined),-0.9,15.2,0.5,3.0,3.7,-1.3,3.5,-15.7,10.0
CC(C)(C)c1ccc(NC(=O)CN2C(=O)NC(C)(C3CC3)C2=O)cc1 (centres undefined),0.4,19.3,5.5,15.0,·,·,-5.0,-4.9,3.7
CCOc1ccccc1NC(=S)NCCc1ccc(F)cc1,-0.5,8.5,3.8,0.0,2.4,4.1,-0.3,-3.5,-0.3
Cc1cccc(N(C)C(=O)c2cc(S(=O)(=O)N3CCCC3)cn2C)c1,1.3,43.7,13.1,1.0,0.5,-1.7,0.0,-0.6,-1.7
COC(=O)c1[nH]c2ccc(F)cc2c1NC(=O)C1=COCCO1,-0.3,-77.2,8.9,0.0,-11.0,3.8,-6.2,-0.6,0.7
Cc1occc1C(=O)Nc1ccccc1C(=O)O,-0.5,15.7,-0.1,0.0,-3.8,5.0,-2.2,6.9,5.1
COc1ccccc1Oc1coc2c(CN3CCN(C)CC3)c(O)ccc2c1=O,0.1,23.1,-9.7,0.0,-1.3,10.0,-0.8,7.0,3.6
Cc1cc(C)c2c(n1)SCC(=O)N2CC(=O)Nc1cc(F)ccc1F,-0.8,-20.0,-10.9,0.0,-7.1,0.3,-0.4,-5.4,6.0
CCOC(=O)c1c(NC(=O)CSc2nnnn2-c2ccccc2)sc2c1CCC(C)C2 (centres undefined),-2.8,0.5,2.8,0.0,3.2,-3.7,-4.5,-3.6,-7.6
COC(=O)c1ccc(NC(=O)CCS(=O)(=O)c2ccc3c(c2)NC(=O)C(C)S3)cc1 (centres undefined),2.0,9.6,10.4,6.0,0.8,-1.4,-0.5,-1.0,4.9
CC1(c2nnc(Cc3ccccc3)o2)CC(c2c(Cl)cccc2Cl)=NO1 (centres undefined),2.6,·,2.9,·,8.6,-1.9,5.7,-4.2,-5.3
N/C(=N\OC(=O)c1ccccc1F)c1cccc([N+](=O)[O-])c1,-10.8,9.0,-5.1,0.0,-3.7,6.2,3.9,5.0,-12.2
Fc1cnc(Cl)nc1N1CCN(c2ccccc2)CC1,2.3,23.2,6.4,0.0,-4.2,-3.7,-1.0,16.3,17.6
CC(C)Cn1c(N)c(C(=O)CSc2nc3ccccc3c(=O)n2CCCN2CCOCC2)c(=O)n(C)c1=O,0.8,-0.3,-6.7,1.0,-1.4,-1.7,-1.4,10.9,12.2
COC(C/C=C/C(=O)[C@@H](C)OCc1ccccc1)OC,-0.5,·,0.8,·,-1.5,-1.5,2.7,6.6,-2.9
COc1cc(CN2CCCC(CO)(Cc3ccccc3C)C2)cc2c1OCO2 (centres undefined),-2.6,-0.6,9.8,0.0,0.5,-0.7,2.1,-13.3,1.7
O=C(C1CCCN(S(=O)(=O)c2ccc(F)cc2)C1)N1CCCCC1 (centres undefined),1.5,-10.3,-4.8,3.0,-13.4,4.4,-0.4,8.2,-14.9
O=c1[nH]c2sc3c(c2c(=O)n1Cc1ccccc1)CCC3,0.3,1.5,5.7,0.0,-1.3,-1.5,3.3,3.2,-3.0
Cc1cc(C)cc(NC(=O)CN2CCc3cc4c(cc3C2C)OCCCO4)c1 (centres undefined),0.8,6.0,2.1,0.0,-3.8,3.7,-2.8,3.9,-6.5
COc1ccc(NS(=O)(=O)c2ccc(OC)c(NC(=O)CCC3CCCC3)c2)cc1,3.1,10.5,3.4,0.0,5.4,-0.6,-1.3,-1.9,13.2
CCCCCCN(CCCCCC)C(=O)Cc1c(-c2ccc(F)cc2)[nH]c2ccccc12,3.4,-5.7,-6.0,0.0,10.2,3.7,-1.1,9.0,-6.1

Of the compounds above, 11 contain nitrogen in an aromatic ring:
compound,PP5 primary,VLA-4 inh,procasp3 activ,GRK2 inh,core dimer inh,Fh CTSL1 inh,PP1 inh,GASC-1 inh,procasp7 counter
CCOc1ccccc1-c1nnc(CS(=O)(=O)c2ccccc2)o1,1.3,-0.6,-9.4,3.0,-11.2,0.9,-5.5,-13.9,-6.3
O=C(COC(=O)c1ccccn1)Nc1ccc2c(c1)OCCO2,·,19.8,7.0,3.0,·,·,·,14.2,5.3
Cc1cccc(N(C)C(=O)c2cc(S(=O)(=O)N3CCCC3)cn2C)c1,1.3,43.7,13.1,1.0,0.5,-1.7,0.0,-0.6,-1.7
COC(=O)c1[nH]c2ccc(F)cc2c1NC(=O)C1=COCCO1,-0.3,-77.2,8.9,0.0,-11.0,3.8,-6.2,-0.6,0.7
Cc1cc(C)c2c(n1)SCC(=O)N2CC(=O)Nc1cc(F)ccc1F,-0.8,-20.0,-10.9,0.0,-7.1,0.3,-0.4,-5.4,6.0
CCOC(=O)c1c(NC(=O)CSc2nnnn2-c2ccccc2)sc2c1CCC(C)C2 (centres undefined),-2.8,0.5,2.8,0.0,3.2,-3.7,-4.5,-3.6,-7.6
CC1(c2nnc(Cc3ccccc3)o2)CC(c2c(Cl)cccc2Cl)=NO1 (centres undefined),2.6,·,2.9,·,8.6,-1.9,5.7,-4.2,-5.3
Fc1cnc(Cl)nc1N1CCN(c2ccccc2)CC1,2.3,23.2,6.4,0.0,-4.2,-3.7,-1.0,16.3,17.6
CC(C)Cn1c(N)c(C(=O)CSc2nc3ccccc3c(=O)n2CCCN2CCOCC2)c(=O)n(C)c1=O,0.8,-0.3,-6.7,1.0,-1.4,-1.7,-1.4,10.9,12.2
O=c1[nH]c2sc3c(c2c(=O)n1Cc1ccccc1)CCC3,0.3,1.5,5.7,0.0,-1.3,-1.5,3.3,3.2,-3.0
CCCCCCN(CCCCCC)C(=O)Cc1c(-c2ccc(F)cc2)[nH]c2ccccc12,3.4,-5.7,-6.0,0.0,10.2,3.7,-1.1,9.0,-6.1

Random draw from the library; 2.6% or so of the library scored in one or more.
